HttQ103 aggreg: mutant huntingtin aggregation inhibition; PC12 HttQ103-GFP aggregates, Acumen cytometry, 40 h; Potency, µM (series often up to 46.1 µM), for inactives: at the highest dose activity change, negative = inhibition, actives largely listed as inhibitors; actives 1.1% (n = 220,000); also: potency is read from the fitted curve at half-maximal effect; % is scaled to controls: 0 for no effect and ±100 for the full control effect; nearly all actives have a fitted effect of over 60% in size
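Quantitative HTS on tebufenozide-induced (100 nM) PC12 cells stably expressing polyQ103 Huntingtin exon 1–GFP. Reduction of bright GFP aggregates, detected by laser scanning cytometry after lysis, identified actives across the titration.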
KinaseGlo FLuc: blocks Kinase-Glo luciferase, a counter-screen artifact; Q27757; Kinase-Glo luciferase, ATP luminescence, 8 min; Potency, µM (series often up to 38.3 µM), for inactives: top-dose activity change, negative = inhibition, most hits filed as inhibitors; actives 0.28% (n = 200,000); AID 1379; also: potency is read from the fitted curve at half-maximal effect; % is scaled to controls: 0 for no effect and ±100 for the full control effect; nearly all actives have a fitted effect of over 60% in size
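Compound is pinned into ATP-containing buffer (10 uM ATP, imidazole pH 7.2, 7 mM MgCl2). Kinase-Glo luciferase reagent is then added. Light output is recorded following an 8-min room-temperature incubation.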
NPSR antagonist: neuropeptide S receptor (human) antagonism, cAMP; CHO-NPSR cells, cAMP TR-FRET, antagonist mode; Potency, µM (doses to about 38.3 µM), for inactives: at the highest dose activity change, negative = inhibition, actives largely listed as inhibitors; actives 1% (n = 220,000); AID 1461; also: potency is read from the fitted curve at half-maximal effect; % is scaled to controls: 0 for no effect and ±100 for the full control effect; nearly all actives have a fitted effect of over 50% in size; many of its hits are not listed in these tables
Target sequence (Q6W5P4 whole entry, looked up): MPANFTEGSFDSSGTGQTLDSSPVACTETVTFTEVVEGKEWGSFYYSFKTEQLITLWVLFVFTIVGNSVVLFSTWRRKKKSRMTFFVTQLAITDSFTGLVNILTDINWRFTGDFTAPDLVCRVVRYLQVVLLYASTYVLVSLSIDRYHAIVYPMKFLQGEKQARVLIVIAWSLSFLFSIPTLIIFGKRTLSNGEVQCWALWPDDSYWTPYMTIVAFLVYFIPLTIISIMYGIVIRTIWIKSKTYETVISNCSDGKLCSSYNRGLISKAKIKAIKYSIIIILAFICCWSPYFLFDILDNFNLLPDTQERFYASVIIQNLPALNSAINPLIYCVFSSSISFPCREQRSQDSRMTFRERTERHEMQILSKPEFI
CBFb-RUNX1 inh: CBF-beta/RUNX1 interaction disruption | Q01196+Q13951 | AlphaScreen CBFb-His/RUNX1-biotin binding, biochemical | Potency, µM (top dose mostly 59.8 µM), for the others: top-dose activity, negative = inhibition, usual class: inhibitors | 230,000 tested, under 10 active; also: % of control where 0% means no effect
Target sequence (Q01196 whole entry, looked up): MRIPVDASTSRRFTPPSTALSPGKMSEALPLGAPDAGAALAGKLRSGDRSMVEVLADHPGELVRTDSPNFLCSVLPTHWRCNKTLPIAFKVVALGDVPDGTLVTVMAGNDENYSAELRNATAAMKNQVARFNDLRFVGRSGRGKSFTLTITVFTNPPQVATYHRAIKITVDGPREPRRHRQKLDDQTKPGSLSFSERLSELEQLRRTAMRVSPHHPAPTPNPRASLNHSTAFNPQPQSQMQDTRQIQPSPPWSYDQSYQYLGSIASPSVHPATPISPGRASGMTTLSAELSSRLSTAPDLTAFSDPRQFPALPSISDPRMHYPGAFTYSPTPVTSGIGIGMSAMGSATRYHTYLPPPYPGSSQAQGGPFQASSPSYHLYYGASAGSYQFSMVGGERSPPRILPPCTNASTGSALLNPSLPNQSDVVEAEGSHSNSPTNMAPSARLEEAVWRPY
Target sequence (Q13951 whole entry, looked up): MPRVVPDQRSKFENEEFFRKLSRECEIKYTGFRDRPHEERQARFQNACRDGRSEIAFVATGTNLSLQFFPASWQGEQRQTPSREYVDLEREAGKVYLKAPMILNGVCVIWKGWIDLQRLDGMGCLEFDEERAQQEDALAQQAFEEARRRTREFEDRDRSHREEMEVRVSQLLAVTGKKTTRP
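His-tagged CBF-beta and biotinylated RUNX1 (30 nM each) were premixed 20 min at room temperature, exposed to compound for 15 min, then given nickel-chelate and streptavidin AlphaScreen beads (50 ng each). After 90 min, AlphaScreen signal was read.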
L3MBTL1 inh: inhibitors of human L3MBTL1. AlphaScreen L3MBTL1–H3K9me1 peptide binding. actives 0.66% (n = 230,000). Q9Y468. Potency, µM (series often up to 57.1 µM), without a hit: top-dose activity, negative = inhibition, most hits filed as inhibitors. AID 485360; also: potency is read from the fitted curve at half-maximal effect; % is scaled to controls: 0 for no effect and ±100 for the full control effect; nearly all actives have a fitted effect of over 60% in size
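AlphaScreen assay: L3MBTL1 (50 nM final) was preincubated 30 min at room temperature with biotinylated H3(1-15)K9me1 peptide (75 nM final), then 30 min with library compounds; streptavidin donor and nickel chelate acceptor beads (10 ug/mL final) added, 30 min dark.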
IMPase Li inh: IMPase inhibition in cells with lithium potentiation. CHO-M1 cells, IP1 TR-FRET (IP-One), carbachol + lithium. Potency, µM (top dose mostly 59.4 µM), without a hit: at the top dose activity, negative = IMPase inhibition, usual class: inhibitors. actives 0.35% (n = 210,000). AID 1457;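 also: IP1 builds up when IMPase is blocked and the TR-FRET signal falls; potency is read from the fitted curve at half-maximal effect; plate controls were basal vehicle for no effect and high inhibitor control for full effect; nearly all actives have a fitted effect of over 50% in size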
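IP1 accumulation measured by competitive TR-FRET in lysed CHO-M1 cells after 30 min compound exposure at 37C, with a small lithium addition to potentiate weak responses. Hill-equation AC50 from ratio and donor-channel data.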
Epigenetic reg: epigenetic control regulation, reporter derepression; murine LDR cells, GFP reporter derepression, 30 h; Potency, µM (series often up to 53.9 µM), for inactives: at the highest dose GFP activation, usual class: activators; actives 0.2% (n = 280,000); AID 1865; also: potency is read from the fitted curve at half-maximal effect; % of control where 0% means no effect; nearly all actives have a fitted effect of over 60% in size
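In this reporter-derepression format, murine cells bearing a silenced integrated CMV-GFP locus incubate with test compound (30 h, 37 C), then are washed and imaged; fluorescent objects of 20–120 um count as induced cells.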
* = called active by the depositor; u = inconclusive; x = no result given; & = joins results of further samples; [ ] = remark or other dose. Calls follow the shape of the dose curve; as a rule, active = well fitted curve in the direction sought with a large enough effect; inconclusive = small, poorly fitted or top-dose-only effect, or another doubt; inactive = no such curve, though single readings can be large; an effect the other way counts as inactive or inconclusive.

Structure	HttQ103 aggreg	KinaseGlo FLuc	NPSR antagonist	CBFb-RUNX1 inh	L3MBTL1 inh	IMPase Li inh	Epigenetic reg
Cn1c(SCC(=O)c2c(N)n(C)c(=O)n(C)c2=O)nnc1-c1ccccc1F	8%	1%	12%	6%	-12%	0%	-0.6%
COc1nc(C)ccc1-c1noc(-c2ccco2)n1	11%	-12%	-8%[46.1 µM]	11%	5%	14%[38.3 µM]	0.9%
Cc1[nH]nc(SCC(=O)N2CCCCC2)c1[N+](=O)[O-]	0%	-10%	-6%[46.1 µM]	-3%	x	18%[38.3 µM]	-3.6%
COc1cccc(N2CC(C(=O)Nc3nnc(SCc4ccccn4)s3)CC2=O)c1 (stereo unspecified)	u	1%	-29%[46.1 µM]	-13%	-5%	4%	-0.9%
C[C@H]1CC2[C@@H]3CCC4=CC(=O)C=C[C@]4(C)[C@@]3(Cl)[C@@H](O)C[C@]2(C)[C@@]1(O)C(=O)CO (stereo partly specified)	x	-9%	-11%[46.1 µM]	4%	x	-7%	-1.2%
COC(=O)c1cc2ccsc2n1Cc1nc(-c2cccc(Cl)c2)oc1C	-10%	-1%	-8%[46.1 µM]	1%	x	13%[38.3 µM]	0.5%
COC(=O)C1=C(C(=O)OC)[C@@H]2N(C)c3ccccc3[C@@]23C[C@@H](C(=O)OC)N(S(=O)(=O)c2ccc(C#N)cc2)C3=N1	x	-7%[7.66 µM]	x	15%[13.1 µM]	x	9%	x
CN(Cc1ccccc1)CC(O)COc1ccc(CNCc2cccnc2)cc1 (stereo unspecified)	15%	7%	23%	2%	-4%	9%	2.4%
CCOC(=O)C1=C(N)OC(C)=C(C#N)C1c1ccco1 (stereo unspecified)	32%	1%	9%	6%	6%	2%	1.1%
Cc1nn(-c2ccccc2)c2nc(C(Cl)(Cl)Cl)[nH]c(=O)c12	17%[9.22 µM]	x	-13%	-2%	-2%	x	-0.9%

Remaining list, next part:
Structure	HttQ103 aggreg	KinaseGlo FLuc	NPSR antagonist	CBFb-RUNX1 inh	L3MBTL1 inh	IMPase Li inh	Epigenetic reg
NC(=O)CC(NC(=O)c1cccc(Br)c1)c1ccc(N2CCC(N3CCCC3)CC2)c([N+](=O)[O-])c1 (stereo unspecified)	-11%[9.22 µM]	x	0%	7%	x	x	-1.6%
CCOc1ccc(C2NC(=O)c3sc(=S)n(-c4ccccc4)c3N2)cc1 (stereo unspecified)	-5%	-3%	-7%	-2%	3%	-1%	-1.3%
Cn1c(N)c(C(=O)COC(=O)CN2C(=O)c3ccccc3C2=O)c(=O)n(C)c1=O	2%	0%	19%	0%	0%	-3%	0.0%
CCOC(=O)CCCNc1ccc([N+](=O)[O-])cc1[N+](=O)[O-]	8%	1%	-1%	-16%	-13%	7%	-0.1%
O=C(/C=C/c1ccccc1)NCCc1ccc2c(c1)OCCO2	-9%	1%	-4%	1%	4%	-7%	-1.0%
Cc1ccc(NC(=O)CN2C(=O)S/C(=C\c3cc(C)n(-c4ccc(C(=O)O)cc4)c3C)C2=O)cc1	u	-2%	-21%	-30%	-18%	-1%	2.3%
OCCC1CN(Cc2cccn2-c2cccnc2)CCN1Cc1ccccc1 (stereo unspecified)	3%[9.22 µM]	4%	-13%	-5%	-4%	-1%	0.0%
COC(=O)C1CCN(C2=C(NS(=O)(=O)c3ccc(Cl)cc3)C(=O)c3ccccc3C2=O)CC1	-37%[9.22 µM]	x	-24%	x	u	x	3.1%
CC12CCC(C(=O)NNc3ccc([N+](=O)[O-])cc3)(CC1=O)C2(C)C (stereo unspecified)	14%	-1%	8%	-5%	7%	-4%	0.0%
COc1ccccc1CC(=O)NCc1nn(-c2ccccc2)nc1C	12%[9.22 µM]	x	-2%[7.67 µM]	-1%	-7%	x	-1.4%

Next part:
Structure	HttQ103 aggreg	KinaseGlo FLuc	NPSR antagonist	CBFb-RUNX1 inh	L3MBTL1 inh	IMPase Li inh	Epigenetic reg
CC(=O)N1CCN(c2c(F)c(F)c(C(F)(F)F)c(F)c2F)CC1	0%[9.22 µM]	0%	-11%	2%	0%	2%	4.5%
C=C/C1=C/Cc2ccccc2[C@H](C[N+](=O)[O-])C(C(=O)OC)(C(=O)OC)C1	x	0%	x	-7%	x	18%	0.8%
CC1CCN(C(=O)C2CCN(C(=O)c3cc4sccc4n3Cc3ccc(F)cc3)CC2)CC1	u	-4%	u	-5%	-8%	16%[38.3 µM]	-1.1%
CON(C)S(=O)(=O)c1ccc2c(c1)N(Cc1ccc(C)cc1)C(=O)C1CCCN21 (stereo unspecified)	3%[9.22 µM]	2%	-7%	-7%	0%	-7%	2.1%
COc1ccc2c(C)c(C(=O)NCC(C)O)oc2c1OC (stereo unspecified)	5%	1%	-8%[46.1 µM]	4%	4%	-2%[38.3 µM]	-0.2%
O=C1NN=C(c2ccc(Br)cc2)CC1c1ccc(Cl)cc1 (stereo unspecified)	-1%	-1%	-10%	-1%	x	1%	1.3%
COc1ccccc1OCC(=O)Nc1ccc(S(=O)(=O)NC(C)=O)cc1	-3%[9.22 µM]	2%	-2%[46.1 µM]	-10%	6%	1%[38.3 µM]	0.8%
COc1cc(CN2CCC(C(=O)NC3CCCC3)CC2)ccc1O	-8%	5%	-1%[46.1 µM]	7%	0%	26%[38.3 µM]	-1.1%
O=C(COc1ccccc1)NC1CCN(Cc2ccccc2)CC1	13%	-1%	-1%[46.1 µM]	2%	18%[11.4 µM]	4%[38.3 µM]	-2.1%
O=S(=O)(c1ccc(F)cc1)N1CCCN(c2nccc(C(F)(F)F)n2)CC1	4%[9.22 µM]	x	-20%	16%	x	x	4.2%

(cont.)
Structure	HttQ103 aggreg	KinaseGlo FLuc	NPSR antagonist	CBFb-RUNX1 inh	L3MBTL1 inh	IMPase Li inh	Epigenetic reg
O=C1CC(c2cccc(F)c2)C2=C(CCCC2=O)N1 (stereo unspecified)	11%	-5%	7%[46.1 µM]	4%	3%	-5%[38.3 µM]	-0.2%
CCCc1[nH]nc2c1C(c1ccc(OC)c(CSC3=NCCS3)c1)C(C#N)=C(N)O2 (stereo unspecified)	5%	4%	-28%[46.1 µM]	-7%	-9%	6%[38.3 µM]	-0.9%
O=C(O)c1ccc(Cl)c(S(=O)(=O)N2CCCCCC2)c1	9%[9.22 µM]	-3%	-20%[46.1 µM]	5%	1%	-2%[38.3 µM]	-0.8%
N#C/C(=C\c1ccc(O)c(O)c1)C(=O)NCCCCc1ccccc1	x	-2%	x	x	x	32%[activator]	9.2%
CN(C)/C=C1\NC(=S)N(c2ccccc2)C1=O	-2%[9.22 µM]	x	-2%	1%	5%	2%	-0.1%
COc1cc2cc(CN(Cc3cccs3)C(=S)Nc3ccccc3)c(=O)[nH]c2cc1OC	-4%	0%	-14%	10%	-11%	0%	-2.2%
Nc1ccccc1NC1=CC(=O)CC(c2ccccc2)C1 (stereo unspecified)	0%	1%	1%	-2%	x	-1%	-4.1%
CC(CC(=O)O)CC(=O)Nc1cc(C(F)(F)F)cc(C(F)(F)F)c1 (stereo unspecified)	4%[9.22 µM]	x	-3%	9%	-11%	x	1.1%
CCc1cc(C(=O)Cc2nc3ccccc3[nH]2)c(O)cc1O	-8%	-5%	6%[7.67 µM]	-5%	3%	-12%[38.3 µM]	3.1%
Cc1ccc(NC(=S)NNC(=O)Nc2ccccc2)cc1	x	-8%	8%	-1%	-10%	15%	1.1%

Shown with values under each structure: nine of the compounds above.
Value order – HttQ103 aggreg	KinaseGlo FLuc	NPSR antagonist	CBFb-RUNX1 inh	L3MBTL1 inh	IMPase Li inh	Epigenetic reg
O=C1CC(c2cccc(F)c2)C2=C(CCCC2=O)N1 (stereo unspecified)
    11%	-5%	7%[46.1 µM]	4%	3%	-5%[38.3 µM]	-0.2%
CCCc1[nH]nc2c1C(c1ccc(OC)c(CSC3=NCCS3)c1)C(C#N)=C(N)O2 (stereo unspecified)
    5%	4%	-28%[46.1 µM]	-7%	-9%	6%[38.3 µM]	-0.9%
O=C(O)c1ccc(Cl)c(S(=O)(=O)N2CCCCCC2)c1
    9%[9.22 µM]	-3%	-20%[46.1 µM]	5%	1%	-2%[38.3 µM]	-0.8%
N#C/C(=C\c1ccc(O)c(O)c1)C(=O)NCCCCc1ccccc1
    x	-2%	x	x	x	32%[activator]	9.2%
CN(C)/C=C1\NC(=S)N(c2ccccc2)C1=O
    -2%[9.22 µM]	x	-2%	1%	5%	2%	-0.1%
COc1cc2cc(CN(Cc3cccs3)C(=S)Nc3ccccc3)c(=O)[nH]c2cc1OC
    -4%	0%	-14%	10%	-11%	0%	-2.2%
Nc1ccccc1NC1=CC(=O)CC(c2ccccc2)C1 (stereo unspecified)
    0%	1%	1%	-2%	x	-1%	-4.1%
CC(CC(=O)O)CC(=O)Nc1cc(C(F)(F)F)cc(C(F)(F)F)c1 (stereo unspecified)
    4%[9.22 µM]	x	-3%	9%	-11%	x	1.1%
CCc1cc(C(=O)Cc2nc3ccccc3[nH]2)c(O)cc1O
    -8%	-5%	6%[7.67 µM]	-5%	3%	-12%[38.3 µM]	3.1%

The list goes on:
Structure	HttQ103 aggreg	KinaseGlo FLuc	NPSR antagonist	CBFb-RUNX1 inh	L3MBTL1 inh	IMPase Li inh	Epigenetic reg
O=C(Nc1ccc([N+](=O)[O-])cc1)C(=O)Nc1cccc(C(=O)O)c1	-9%[9.22 µM]	x	12%	5%	-2%	x	0.0%
Cc1ccc(C)c(SCC(=O)OCC(=O)c2ccco2)c1	0%	0%	-4%[46.1 µM]	-14%	u	-10%[38.3 µM]	-1.0%
O=C(Nc1nc(-c2ccccn2)cs1)c1ccc(Cl)s1	0.89µM*	2%	-18%[46.1 µM]	-4%	u	14%[38.3 µM]	22µM*
COc1cc(C(=O)NC(C)Cc2cccs2)cc(OC)c1OC (stereo unspecified)	13%	2%	3%	11%	2%	7%	2.2%
CC(=O)[C@@]1(O)CC[C@H]2[C@@H]3CCC4=CC(=O)CC[C@]4(C)[C@H]3CC[C@@]21C	-6%&24%	12%	-16%	11%	0%	14%	-1.1%
COc1ccc(Nc2ccccc2C(=O)O)cc1	3%	0%	-16%	-2%	x	-4%	1.1%
Cc1cc(=O)cc2oc3cc(N)c(-c4c(C)cc(O)cc4O)c(C)c3nc1-2	x	u	x	x	x	115%[activator]	0.8%
Cc1ccc(S(=O)(=O)NC(N)=NCCc2ccc(Cl)cc2)cc1	14%	2%	5%	17%	5%	2%	3.0%
Cc1ccc(C2=C(c3ccc([N+](=O)[O-])cc3)C(=O)OC2)cc1C	u	-1%	-51%	-10%	-14%	9%	1.9%
Cc1nccn1CC(=O)O	-9%	4%	-2%[46.1 µM]	0%	4%	-6%[38.3 µM]	0.2%
CCOC(=O)CSc1nc2cc(C)ccc2cc1C#N	-10%	0%	-7%[46.1 µM]	14%	39%[activator]	-6%[38.3 µM]	u

Source: PubChem BioAssay (National Center for Advancing Translational Sciences (NCATS))

These rows are one share of the data; rates above refer to the full screens.
